LYP phosphatase – PTPN22 lymphoid phosphatase activity blockers – biochemical, fluorescence intensity, uHTS (AID 1779); 290,000 compounds, 0.054% hits; inhibition, % at 11.5 µM; hits with a dose series show IC50 in µM; recombinant LYP phosphatase, fluorescence intensity; higher % means a stronger effect; in the data active means inhibition above about 50%;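 further: plate controls were vehicle with enzyme for no effect and no enzyme for full effect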
An asterisk follows results filed as active. This is a subset (hit frequency here may not be typical).

Start of the listing, in advance:
SMILES	LYP phosphatase
COc1ccccc1C(CNC(=O)CSc1ccc2ccccc2c1)N(C)C (configuration not stated)	-7.1%
Cc1ccc(OCc2cc(C(=O)NC3CCc4ccccc43)no2)cn1 (configuration not stated)	-6.4%
CCn1c(SCC(=O)N2CCCC(C)C2)nnc1-c1ccco1 (configuration not stated)	-5.9%
COc1ccccc1N(CC(O)CN1CCCC1)S(=O)(=O)c1ccccc1 (configuration not stated)	-4.7%
COc1ccc(CN2CC(C(=O)NCCCN3CCCC(C)C3)CC2=O)cc1 (configuration not stated)	-13.6%

Results, previewed entries included:
SMILES	LYP phosphatase
COc1ccccc1C(CNC(=O)CSc1ccc2ccccc2c1)N(C)C (configuration not stated)	-7.1%
Cc1ccc(OCc2cc(C(=O)NC3CCc4ccccc43)no2)cn1 (configuration not stated)	-6.4%
CCn1c(SCC(=O)N2CCCC(C)C2)nnc1-c1ccco1 (configuration not stated)	-5.9%
COc1ccccc1N(CC(O)CN1CCCC1)S(=O)(=O)c1ccccc1 (configuration not stated)	-4.7%
COc1ccc(CN2CC(C(=O)NCCCN3CCCC(C)C3)CC2=O)cc1 (configuration not stated)	-13.6%
CCN(CCCNC(=O)CCn1c(=S)[nH]c2cc3c(cc2c1=O)OCO3)c1cccc(C)c1	-10.8%
Cc1c(CCC(=O)NCCC(=O)O)c(=O)oc2cc3occ(-c4ccccc4)c3cc12	2.8%
NC(=O)c1oc2ccccc2c1NC(=O)c1ccc([N+](=O)[O-])o1	-3.2%
CC(C)C(NC(=O)c1ccc(Cl)cc1)C(=O)NCC1CCCO1 (configuration not stated)	-9.2%
CN(C)S(=O)(=O)n1cc(/C=C(\NC(=O)c2ccccc2Cl)C(=O)N2CCCC2)c2ccccc21	-6.9%
CCOc1ccc(NC(=O)C2C3C=CC4(O3)C2C(=O)N(Cc2cccnc2)C4C(=O)NC2CCCCC2)cc1 (configuration not stated)	-8.0%
CC1C(=O)Nc2ccccc2N1C(=O)c1ccc(Cl)cc1 (configuration not stated)	-6.5%
CC12CCC(C(=O)NNC(=O)c3ccc(Br)cc3)(OC1=O)C2(C)C (configuration not stated)	-5.8%
CC(=O)N(C)c1ccc(OCC(O)CN(c2ccccc2C)S(=O)(=O)c2ccc(C)cc2)cc1 (configuration not stated)	-11.5%
Cc1ccc(N2C(=O)C3CCCN3C2=S)cc1C (configuration not stated)	-5.6%
Cc1ccc(C(=O)NCc2ccccn2)cc1NC1=NC2CS(=O)(=O)CC2S1 (configuration not stated)	-17.1%
CC(C)C(=O)NCC(c1ccc2c(c1)OCO2)N1CCOCC1 (configuration not stated)	-13.9%
Brc1ccccc1OCCCCN1CCCCC1	-2.1%
O=[N+]([O-])c1ccccc1S(=O)(=O)NC1CC2CCC1C2 (configuration not stated)	-2.8%
C=CCNC(=O)CN1C(=O)c2cccc3cccc1c23	-9.6%
CCOC(=O)c1c(C)[nH]c(C(=O)N/N=C/c2ccc(OC)c(OC)c2)c1C	-7.9%
Cc1ccc(OCC(=O)Nc2cc(NC(=O)COc3ccc(C)cc3)cc(C(=O)O)c2)cc1	-4.3%
Cc1ccccc1NC(=O)C1CCCN(C(=O)NCc2ccccc2)C1 (configuration not stated)	-6.4%
O=C(O)C1CCCN1S(=O)(=O)c1ccc(Br)cc1 (configuration not stated)	8.5%
COc1ccc(/C=C(/NC(=O)c2ccccc2)C(=O)NCc2ccco2)cc1	-4.6%
CC(C)OC(=O)Cn1c(-c2ccccc2)c(-c2ccccc2)nnc1=O	-8.0%
CCN(CC)C(=O)c1cc2c(=O)n3cccc(C)c3nc2s1	-11.3%
Cc1ccc(C(OCC(O)CNC(CO)C(O)c2ccc([N+](=O)[O-])cc2)c2ccccc2)cc1 (configuration not stated)	-3.7%
Cc1cc(C)c2nc(N(CCN(C)C)C(=O)/C=C/c3cccs3)sc2c1	-8.2%
Cc1ccc2c(C)c(C(=O)N3CCCC(C(N)=O)C3)oc2c1C (configuration not stated)	-12.8%
CCCN(CCO)C1CCN(CCc2ccccc2)CC1	-6.6%
COc1cccc(OCC(=O)Nc2c3c(nn2-c2ccccc2)CS(=O)(=O)C3)c1	-11.4%
COc1ccc(NC(=O)C2CCN(c3cnccn3)CC2)cc1Cl	-2.5%
Cc1ccc(CN(C(=O)c2ccccc2C)C2CCS(=O)(=O)C2)o1 (configuration not stated)	-7.7%
CC(=O)NC(CC(=O)NNC(=O)c1cc2ccccc2cc1O)c1ccccc1 (configuration not stated)	-3.5%
CN(C)c1ccc(C(C(=O)NCC2CCCO2)N(C(=O)c2snc(C(N)=O)c2N)c2ccccc2)cc1 (configuration not stated)	-1.2%
CCOC(CNC(=O)CN1C(=O)COc2ccc(S(=O)(=O)N3CC(C)CC(C)C3)cc21)OCC (configuration not stated)	-8.0%
O=C(CCN1C(=O)/C(=C/c2ccccc2Cl)SC1=S)Nc1ccccn1	-10.9%
C=C1CCC[C@]2(C)C[C@H]3OC(=O)C(CN4CCCCC4CO)[C@H]3CC12 (some centres not stated)	-3.4%
CC1(NC(=O)CCc2nc3ccccc3c(=O)[nH]2)CCS(=O)(=O)C1 (configuration not stated)	-10.0%
CC1CN(S(=O)(=O)c2cccc(C(F)(F)F)c2)C(C)N1C(=O)N1CCOCC1 (configuration not stated)	-6.8%
O=C(N/N=C/c1c[nH]c2ccccc12)c1cccc(O)c1	-4.0%
CCOC(=O)C1(CCOC)CCN(C(=O)Cc2ccc3ccccc3c2)CC1	-2.5%
CCCCc1ncc(CN2CCC(n3nccc3NC(=O)C(OC)c3ccccc3)CC2)[nH]1 (configuration not stated)	-4.0%
CCc1cc(=O)oc2cc(OCC(=O)NCCCN3CCCC3=O)c(Cl)cc12	-8.5%
CCN(CC)CCNC(=O)C(=O)NCC1OCCN1S(=O)(=O)c1ccc(Cl)cc1 (configuration not stated)	-3.0%
CCOc1ccccc1CN1CCNC(=O)C1CC(=O)N(C)Cc1cnccn1 (configuration not stated)	-9.0%
Cc1ccc(OC(C)C(=O)Nc2ccccc2C(=O)NCc2cccnc2)cc1C (configuration not stated)	0.8%
Cc1ccc([C@@H]2[C@@H]3C(=O)N(C)C(=O)[C@@H]3[C@]3(Cc4ccccc4)C(=O)N(Cc4ccccc4)CC(=O)N23)o1	-13.9%
CNc1nc2c(N)ncnc2n1[C@H]1O[C@@H](CO)[C@H](O)[C@@H]1O	-9.5%
Following part.
SMILES	LYP phosphatase
CC(=O)NN1C(=O)c2ccccc2NC1c1cccc([N+](=O)[O-])c1 (configuration not stated)	-6.0%
O=C1[C@@H]2Cc3c([nH]c4ccccc34)C(c3cccc([N+](=O)[O-])c3)N2C(=O)CN1CCCO (some centres not stated)	-6.7%
Cc1ccc2oc(=O)c3cc(C(=O)NCCCN4CCCC(C)C4)sc3c2c1 (configuration not stated)	-7.1%
C=CCN(Cc1nc(-c2ccc(OC)cc2)no1)C(=O)c1ccc2c(c1)OCO2	-8.9%
COC(=O)c1ccc(NC(=O)CCN2CCOCC2)cc1	-13.2%
COc1cc(Cl)c(CN2CCCC(CO)(Cc3cccc(Cl)c3)C2)cc1OC (configuration not stated)	-7.1%
CC(=O)N1N=C(c2ccc([N+](=O)[O-])cc2)CC1c1ccccc1Cl (configuration not stated)	-11.9%
O=C(OCC(=O)N1CCCC1)c1cc([N+](=O)[O-])ccc1Cl	-9.5%
CC(C)(C)c1ccc(C(=O)N2CCNC(=O)C2CC(=O)Nc2ccc(F)cc2)cc1 (configuration not stated)	-0.5%
Cc1cc(O)c(C(=O)/C=C/c2ccc(Cl)cc2)c(=O)o1	4.5%

The closing 2 entries of the section before open the next one:
SMILES	LYP phosphatase
CC(C)(C)c1ccc(C(=O)N2CCNC(=O)C2CC(=O)Nc2ccc(F)cc2)cc1 (configuration not stated)	-0.5%
Cc1cc(O)c(C(=O)/C=C/c2ccc(Cl)cc2)c(=O)o1	4.5%
CCOC(=O)c1c(C)[nH]c(C)c1S(=O)(=O)NCc1cc(C)ccc1C	-6.9%
COC(=O)CCc1c(C)c(C(=O)c2cccc(OC)c2OC)c2ccccn12	-4.6%
COCc1nnc(NC(=O)c2ccc(S(=O)(=O)N3CCOCC3)cc2)o1	-5.7%
CCCCN(C)C(=O)C1CCCN(S(=O)(=O)c2ccc3c(c2)CC(C)N3C(=O)C2CC2)C1 (configuration not stated)	-11.4%
Cc1ccc(CNC(=O)CN(c2ccc(Cl)cc2)S(C)(=O)=O)cc1	-9.9%
CC(=O)N1[C@H](C)C=C[C@]1(Cc1ccccc1)C(=O)NCCc1c[nH]c2ccccc12	-3.5%
COc1ccc(C(=O)O/N=C(\N)c2ccccc2)cc1	-7.2%
Cc1cc(C)c[n+](-c2[nH]c(=O)sc2/C=N/N=C(\[O-])c2cccnc2)c1	-3.1%
Fc1cccc(/C=N/Nc2nccnc2Cl)c1	-8.7%
COC(=O)C1=C(CS(=O)(=O)c2ccc(OC)cc2)NC(=O)NC1c1ccccc1 (configuration not stated)	-8.5%
N#Cc1ccccc1S(=O)(=O)N1CCN(S(=O)(=O)c2ccc(Br)c(C(=O)O)c2)CC1	-7.6%
CCc1c(C(=O)NNC(=O)Nc2ccc3c(c2)OCO3)csc1C	-11.9%
O=C(C1CC1)N1N=C(c2ccccc2)CC1(O)C(F)(F)F (configuration not stated)	-4.3%
CSCC[C@H](NC(=O)[C@@H]1CSC2c3ccccc3C(=O)N21)C(=O)N1CCC[C@H]1CO (some centres not stated)	-7.2%
COc1ccccc1NC(=O)c1ccccc1NC(=O)c1ccccc1C(=O)O	-11.6%
COC(=O)c1sccc1NC(=O)c1ccc(C#N)cc1	-5.4%
O=C(COc1ccc(Cl)cc1)N1CCCCCCC1	0.4%
O=C(CN1C(=O)c2cccnc2Oc2ccc(Cl)cc21)NC1CCCC1	-11.0%
O=C(CNC(=O)c1ccc(Br)o1)NCc1ccccc1	-7.3%
O=C(NC1CCCN(C2Cc3ccccc3C2)C1)c1ccc(F)cc1Cl (configuration not stated)	-11.3%
CC(C)CN(CCCNC(=O)CN1C(=O)COc2ccc(S(=O)(=O)N3CCC(C)CC3)cc21)CC(C)C	-2.7%
O=C1NC(=O)C2(CCCCCCCCCCC2)N1	-4.9%
COc1ccc(-n2c(SCC(=O)Nc3ccc(C(N)=O)cc3)nc3c([nH]c4ccccc43)c2=O)cc1OC	-6.6%
COc1cccc(CN2CCNC(=O)C2CC(=O)N(C)CC2CCOCC2)c1 (configuration not stated)	-7.4%
Cc1ccc(S(=O)(=O)N2CCN(C)CC2)cc1C(=O)NC1CCCCC1	-6.6%
COc1ccc(NC(=O)N2CCCC2C(=O)Nc2cccc(C)c2C)cc1 (configuration not stated)	-9.7%
COc1ccc2ccccc2c1CNCCN1CCOCC1	-5.6%
O=C(Nc1ccc(Cl)cc1)Nc1ccc(Br)cn1	-4.9%
CC(C)c1nnc(NC(=O)CCC(=O)NCc2ccc(F)cc2)s1	-2.0%
COC(=O)c1[nH]c2c(c1C)C(=O)CC(c1ccc(OC)cc1)C2 (configuration not stated)	-7.8%
CCN(CC1CCCN(CCc2cccc(OC)c2)C1)C(=O)c1ccc(COC)o1 (configuration not stated)	-8.1%
O=C(Nc1ccc(-c2nc3ncccc3o2)cc1)c1ccc([N+](=O)[O-])o1	-4.7%
COc1ccc(C2=NS(=O)(=O)N(C)C(C(=O)NC(C)c3ccccc3)=C2)cc1 (configuration not stated)	-7.6%
O=C(Nc1cccc(Cl)c1)C1CCCN(c2cnccn2)C1 (configuration not stated)	-10.9%
CC(=O)Nc1ccc(NC(=O)CCCc2ccccc2)cc1	-8.7%
COc1ccc(CCN2CC(C(=O)N(C)CCn3nc(C)cc3C)CCC2=O)cc1 (configuration not stated)	-10.0%
CCOC(=O)c1ccccc1NC(=S)N1CCN(C(=O)c2ccco2)CC1	5.3%
CC(=O)c1cc(CN2CCC(n3nccc3NC(=O)c3ccccc3C)CC2)cs1	-8.0%
O=C(C(=O)N1CCN(c2ccccc2F)CC1)c1cn(CC(=O)N2CCOCC2)c2ccccc12	-8.8%
COc1ccc(/C=C2\SC(=S)N(CCCC(=O)NC3CCCC3)C2=O)cc1OC	-0.8%

Taken from above:
Entry of CCOC(=O)c1c(C)[nH]c(C(=O)N/N=C/c2ccc(OC)c(OC)c2)c1C under LYP phosphatase: -7.9%
Entry of Cc1ccc(CNC(=O)CN(c2ccc(Cl)cc2)S(C)(=O)=O)cc1 under LYP phosphatase: -9.9%
Entry of Cc1ccc(OC(C)C(=O)Nc2ccccc2C(=O)NCc2cccnc2)cc1C (configuration not stated) under LYP phosphatase: 0.8%
Entry of Cc1cc(C)c2nc(N(CCN(C)C)C(=O)/C=C/c3cccs3)sc2c1 under LYP phosphatase: -8.2%
Entry of O=C(CN1C(=O)c2cccnc2Oc2ccc(Cl)cc21)NC1CCCC1 under LYP phosphatase: -11.0%

(listing goes on)
SMILES	LYP phosphatase
COc1cc(CN2CCNC(=O)C2CC(=O)N(C)CCN2CCOCC2)cc(OC)c1 (configuration not stated)	-0.7%
Cc1ccc(C)c(NS(=O)(=O)c2ccc3c(c2)NC(=O)CCS3)c1	-5.6%
Cc1cc(C)cc(-n2ncc3c2CCCC3NC(=O)CCN2CCCC2=O)c1 (configuration not stated)	-7.3%
COc1ccc(C(=S)N2CCOCC2)cc1OC(=O)c1ccccc1Cl	-3.6%
NC(=NC1CCCCC1)NS(=O)(=O)c1ccccc1	-4.5%
Cc1csc(NC(=O)C(C)N2C(=O)c3ccccc3S2(=O)=O)n1 (configuration not stated)	-7.6%
Cc1ccc(NC(=O)CCCNC(=O)c2ccc(Cl)cc2)c(Br)c1	-4.9%
CN(CC(=O)Nc1ccc(F)c(F)c1)S(=O)(=O)c1cccs1	-8.7%
CCCc1ccc2oc(C(=O)N3CCNC(=O)C3CC(=O)OC)c(C)c2c1 (configuration not stated)	-7.0%
COc1ccc(C(C(=O)NCc2ccc(F)cc2)N(Cc2cccnc2)C(=O)c2snc(C(N)=O)c2N)cc1 (configuration not stated)	-3.3%
Cc1ccc(S(=O)(=O)c2nc(S(C)(=O)=O)sc2N2CCC3(CC2)OCCO3)cc1	-3.6%
Cc1ccc(C)c(NC(=O)CCN2CCN(CCO)CC2)c1	-8.3%
COc1ccc(CNC(=O)CSc2n[nH]c(N)n2)cc1	-5.3%

Source: PubChem
